Exocytosis inh = lytic granule exocytosis inhibition | inhibition, % at 10 µM | TALL-104 LAMP-1 surface exposure, flow cytometry; cells stimulated with thapsigargin and PMA | hit rate 0.66% among 360,000 | AID 651702;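 active = inhibition above about 55%, limit read from the data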
MC4R ag barr = activates human MC4R beta-arrestin recruitment. U2OS MC4R beta-arrestin complementation, luminescence; percent of melanotan II response, DMSO zero. activation, % at 8.9 µM. hit rate 0.98% among 360,000;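 active = activation above a per-plate cutoff, the mean activation of sample wells on that plate plus 3 SD, cut at about 8% in these data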
Target sequence (P32245 whole entry, looked up): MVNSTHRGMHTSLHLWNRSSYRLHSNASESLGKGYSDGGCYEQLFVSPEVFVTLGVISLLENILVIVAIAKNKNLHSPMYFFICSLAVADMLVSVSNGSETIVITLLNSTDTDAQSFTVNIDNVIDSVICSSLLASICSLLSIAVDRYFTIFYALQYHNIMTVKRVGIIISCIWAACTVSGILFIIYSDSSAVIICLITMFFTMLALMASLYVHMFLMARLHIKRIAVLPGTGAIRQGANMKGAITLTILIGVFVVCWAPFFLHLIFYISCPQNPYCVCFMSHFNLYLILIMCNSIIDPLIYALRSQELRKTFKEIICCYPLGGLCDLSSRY
ABHD5-PLIN5 inh = ABHD5-PLIN5 protein interaction inhibition; Q00G26+Q8WTS1; hit rate 0.78% among 360,000; inhibition, % at 4 µM; Split G. princeps luciferase complementation, luminescence, 4 h;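 active = inhibition above the mean inhibition across every tested compound plus 3 SD, cut at about 22% in these data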;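 also: 0% = DMSO only wells and the 100% control is not disclosed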
MC4R antagonist = blocks human MC4R cAMP signaling. AID 540295. MC4R-expressing cells, MTII-stimulated cAMP, LANCE TR-FRET. hit rate 0.48% among 360,000. P32245. inhibition, % at 6.5 µM;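 active = inhibition above its plate's cutoff, the mean of tested wells on that plate plus 3 SD, cut at about 29% in these data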;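 also: 0% = Melanotan II alone and 100% = Melanotan II plus saturating MCL0020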
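Test system: U2OS cells stably expressing human melanocortin 4 receptor (MC4R); also added: Melanotan II challenge; compound: 6.5 µM single dose; timing: 30-min compound preincubation, 1-h Melanotan II challenge, 1-h detection, room temperature; signal: Eu-cAMP/anti-cAMP TR-FRET, emission 671 nm; repeats: one well per compound, no replicates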
aDG glyco up = alpha-DG glycosylation activation; AID 624168; activation, % at 10 µM; hit rate 0.22% among 360,000; Pro5-aDG cells, alpha-DG glycosylation AlphaScreen (IIH6); 0% Pro5, 100% B10-LARGE cell signal;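 active = activation of at least 8% versus controls, or a plate z-score of at least 8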;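 also: Pro5 are CHO cells carrying HIG-tagged alpha-DG that lacks glycosylation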
HTR2A ag = agonists of mouse serotonin 5-HT2A receptor (HTR2A) | P35363 | CHO-K1 mHTR2A beta-arrestin complementation, luminescence; percent of 30 µM serotonin response | activation, % at 7.6 µM | hit rate 0.66% among 360,000;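 active = activation above a run cutoff, the mean activation of all tested compounds plus 3 SD, cut at about 14% in these data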;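 also: 0% = plate median of compound wells and 100% = 30 µM serotonin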
Target sequence (P35363 whole entry, looked up): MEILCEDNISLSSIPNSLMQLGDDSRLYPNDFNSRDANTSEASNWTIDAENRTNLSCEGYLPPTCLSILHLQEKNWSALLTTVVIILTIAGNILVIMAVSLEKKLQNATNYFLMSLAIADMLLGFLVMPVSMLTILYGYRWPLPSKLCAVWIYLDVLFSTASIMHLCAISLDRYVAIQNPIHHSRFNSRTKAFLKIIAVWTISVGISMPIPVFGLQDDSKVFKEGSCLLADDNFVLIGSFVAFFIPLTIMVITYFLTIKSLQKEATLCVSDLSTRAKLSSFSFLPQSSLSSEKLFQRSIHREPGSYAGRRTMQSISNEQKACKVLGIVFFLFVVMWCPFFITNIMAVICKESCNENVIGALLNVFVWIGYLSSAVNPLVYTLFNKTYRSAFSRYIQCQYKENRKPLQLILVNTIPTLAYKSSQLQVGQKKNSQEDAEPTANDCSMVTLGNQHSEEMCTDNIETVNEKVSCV
hiPSC survival = enhancers of human iPSC single-cell survival; hiPSC single-cell survival, ATPlite luminescence; 100% = ROCK inhibitor wells, 0% = DMSO; survival enhancement, % at 20 µM; AID 602274; hit rate 0.044% among 360,000; in the data active = survival enhancement above about 18%;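 also: cells exposed to compounds for 16 hours before the ATP read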
Cardio protect = myocardial damage modulation in H9c2 cells; protection from H2O2 cell death, % at 20 µM; H9c2 cardiomyocytes, H2O2 injury protection, ATPLite, 2 h; AID 588492; hit rate 0.63% among 360,000;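 active = compounds giving at least 50% protection of heart cells from peroxide-induced death in the single-dose screen, raw or plate-pattern-corrected value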;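 also: 0% = DMSO wells with peroxide and 100% = DMSO wells without peroxide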
Glyco luc inh = blocks N-linked glycosylation in D54 reporter cells; reporter increase, % at 12.5 µM; hit rate 0.23% among 360,000; D54 ERlucT glycosylation luciferase reporter, 24 h; percent of 100 nM tunicamycin response;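 active = mean luciferase reporter signal, scaled so untreated is 0 and the glycosylation-blocking control 100, at or above a set limit in every replicate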;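 also: luciferase carries N-glycosylation sites so blocking glycosylation raises the light; 0% = median of neutral control wells and 100% = median of 100 nM tunicamycin wells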
ABCB6 inh 2 = blocks the human ABCB6 transporter; Q9NP58; AID 602162; hit rate 0.19% among 360,000; K562-ABCB6 porphyrin accumulation, flow cytometry, 1 h; active compounds read low; fluorescence ratio to DMSO, % at 10 µM;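 active = fluorescence ratio to DMSO below 75%, the collection mean minus 3 SD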;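 also: signal is porphyrin accumulated inside mitochondria; 100% equals median channel fluorescence of DMSO control wells; lower ratio means ABCB6 inhibition with less porphyrin fluorescence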
Numbers without * were called inactive; nt = no result given.

SMILES	Exocytosis inh	MC4R ag barr	ABHD5-PLIN5 inh	MC4R antagonist	aDG glyco up	HTR2A ag	hiPSC survival	Cardio protect	Glyco luc inh	ABCB6 inh 2
Cc1ccc(NC(=O)CN2CCC3(O)CCCCC3C2c2ccc3c(c2)OCO3)c(C)c1 (stereo not drawn)	-4	-0.4	-3	9	0.3	1	-0.3	0	-2	109
CC(=O)Nc1nc2ccccc2n1Cc1ccccc1	0	-2.7	5	8	0.4	-1	-2.3	19	2	103
CCCn1cc(SCC(N)=O)c2ccccc21	-3	-1.7	4	8	-0.3	5	-0.9	-2	1	100
CN1C(=O)[C@H]2[C@@H](c3ccc(F)cc3)N3C(=O)c4ccccc4NC(=O)[C@@]3(C)[C@H]2C1=O	6	-1.5	-4	-1	-0.1	-3	-1.4	8	-1	100
CCc1cc(=O)oc2cc(OCC(=O)NCCCN3CCCC3=O)ccc12	-1	-2.8	-5	3	-0.1	-5	-0.5	-3	0	93
COc1ccccc1N(Cc1cc(=O)[nH]c2ccccc12)C(=O)c1ccc([N+](=O)[O-])cc1	3	1.1	-1	-1	0.1	4	1.3	7	-4	96
CCCC/C=C/C(NC(=O)c1ccc(C(=O)OC)cc1)c1ccccc1 (stereo not drawn)	2	1.0	-4	2	0.0	-6	3.1	-1	0	100
Cc1ccc(S(=O)(=O)N(CC(O)CN(C)C)c2ccccc2)cc1 (stereo not drawn)	-2	0.3	-2	-3	0.0	-8	2.4	11	-2	105
CC(NC(=O)CCc1nc2cc(S(=O)(=O)N3CCOCC3)ccc2n1C)c1ccc(S(N)(=O)=O)cc1 (stereo not drawn)	4	0.0	6	2	0.1	0	-0.4	-2	0	100
O=C1c2ccccc2NC(c2ccc(-c3ccc(Br)cc3)o2)N1O (stereo not drawn)	1	1.9	2	2	0.2	-3	-0.8	65*	-10	96
COCCCN1C(=O)C(CC(=O)NCCN2CCOCC2)CC(C(=O)N2CCOCC2)=C1C (stereo not drawn)	-2	nt	-1	nt	-0.2	-1	-0.9	nt	nt	101
O=C(NCCSc1c[nH]c2ccccc12)c1ccc(Br)o1	3	0.3	3	16	-0.2	5	-0.4	0	1	100
Cc1cccc(C(c2c(C)nn(-c3ccccc3)c2N)c2c(C)nn(-c3ccccc3)c2N)c1	-6	-0.2	4	21	-0.1	0	-1.4	-1	-5	100
Cc1n[nH]c(=O)c2c1nnn2Cc1ccccc1Cl	-1	-0.8	0	0	0.0	-1	1.1	4	1	99
CCN(CC(=O)Nc1ccc(N2CCOCC2)cc1)Cc1nc2ccccc2c(=O)[nH]1	-3	-0.7	-4	5	0.0	-2	0.1	9	-2	102
FC(F)(F)c1cnc(-c2cnc3c(-c4ccc(Cl)cc4)cnn3c2)c(Cl)c1	-1	0.1	2	4	-0.2	0	-1.4	-14	1	104
O=C1CCC/C(=N/NC(=O)C2CCN(S(=O)(=O)c3cccs3)CC2)C1	-3	-2.0	-4	16	0.2	-2	-3.1	0	1	97
Cc1ccc(OCCn2cnc(Cl)c2Cl)cc1	-3	-0.1	3	3	0.2	-6	-0.2	-1	1	98
CCOC(=O)C1=CN(C)CCC1=O	6	-1.9	-7	-6	0.2	1	2.1	8	-1	98
COc1ccc(CN2CCN(C(=O)c3cc(C4CC4)nn3-c3ccccc3)CC2)cc1F	-8	-2.5	2	3	-0.1	-15	-0.1	-2	-3	92

4 compounds drawn at random from the list so far, as already listed:
SMILES	Exocytosis inh	MC4R ag barr	ABHD5-PLIN5 inh	MC4R antagonist	aDG glyco up	HTR2A ag	hiPSC survival	Cardio protect	Glyco luc inh	ABCB6 inh 2
Cc1n[nH]c(=O)c2c1nnn2Cc1ccccc1Cl	-1	-0.8	0	0	0.0	-1	1.1	4	1	99
Cc1ccc(S(=O)(=O)N(CC(O)CN(C)C)c2ccccc2)cc1 (stereo not drawn)	-2	0.3	-2	-3	0.0	-8	2.4	11	-2	105
O=C(NCCSc1c[nH]c2ccccc12)c1ccc(Br)o1	3	0.3	3	16	-0.2	5	-0.4	0	1	100
O=C1CCC/C(=N/NC(=O)C2CCN(S(=O)(=O)c3cccs3)CC2)C1	-3	-2.0	-4	16	0.2	-2	-3.1	0	1	97

(cont.)
SMILES	Exocytosis inh	MC4R ag barr	ABHD5-PLIN5 inh	MC4R antagonist	aDG glyco up	HTR2A ag	hiPSC survival	Cardio protect	Glyco luc inh	ABCB6 inh 2
Cc1cc(Nc2ccccc2C(=O)O)n(-c2cccc(Cl)c2)n1	9	-2.6	2	9	-0.1	0	0.2	3	1	97
O=C(CN1CCN(Cc2ccccc2Cl)C1=O)NCc1ccco1	-1	-2.0	3	7	0.5	-1	12	0	-1	99
CC1Cc2cc(/C(O)=C3/C(=O)C(=O)N(CCN4CCOCC4)C3c3ccc(C(C)C)cc3)ccc2O1 (stereo not drawn)	0	1.2	-4	4	0.1	-3	-0.6	0	0	102
O=C(NC1CC1)c1cccc(-c2cncc3nccn23)c1	0	-0.9	1	8	0.1	2	-0.5	-2	1	95
COc1ccc(CCNC(=O)CCCn2c(=S)[nH]c3cc4c(cc3c2=O)OCO4)cc1OC	-5	0.5	8	5	-0.2	3	2.4	5	-1	104
C/C(N)=C(/C#N)C(=O)COC(=O)c1ccc(C#N)cc1	2	0.7	9	-3	0.2	1	0.0	7	2	98
O=c1nc(SCc2ccccc2Cl)nc(-c2ccc(Cl)cc2)[nH]1	-1	-2.1	-3	7	0.0	4	0.3	-4	1	98
COc1ccc(-c2cc3c(o2)CCCC3OCCN2CCOCC2)cc1 (stereo not drawn)	-10	nt	8	nt	0.2	-4	-0.3	nt	nt	99
CCOc1cccc2cc(C(N)=O)c(=NCc3ccccc3)oc12	-3	4.7	15	7	-0.3	-1	3.7	4	-8	103
Cc1scc(C(=O)NCc2ccco2)c1-c1ccccc1	-8	-0.9	28*	17	0.0	0	-0.6	-1	0	94
Cn1c(=O)n(C)c2cc(NC(=O)c3ccc(F)cc3)c(Br)cc21	2	-0.1	11	3	-0.1	-2	-0.1	4	14	92
CC(OC(=O)C1CCCCC1)C(=O)Nc1cccc([N+](=O)[O-])c1 (stereo not drawn)	4	2.2	-5	0	0.2	-5	-1.3	-23	-2	91
O=c1c([N+](=O)[O-])cc(C(F)(F)F)cn1Cc1c(Cl)cccc1Cl	2	0.0	-2	13	0.3	-1	1.2	3	0	104
CCCn1c2ccccc2c2cnn(CC(=O)NC(C)CC)c(=O)c21 (stereo not drawn)	-1	-0.8	0	0	0.1	0	-0.7	1	-2	102
O=C(O)c1ccccc1NCc1cccs1	-2	-1.2	3	5	-0.1	4	1.7	0	2	107
c1ccc2cc(Sc3ncnc4c3oc3ccccc34)ccc2c1	0	0.8	10	6	0.0	1	-1.7	-12	1	93
CC1(C(=O)O)CCN1C(=O)c1cccnc1Oc1ccccc1 (stereo not drawn)	-2	3.5	-6	15	0.1	0	-1.4	1	1	99
COc1cc(CC(=O)O)ccc1O	-1	-1.0	1	1	0.6	2	2.1	2	1	101
Cc1ccc(OCC(=O)NCCNC(=O)c2ccccn2)cc1	4	-2.5	1	4	0.0	3	0.6	4	2	97
CC(O)c1nc2ccccc2n1Cc1ccccc1 (stereo not drawn)	-5	-1.8	6	6	0.0	0	-0.5	-3	0	98
Nc1nc2ccccc2n1/N=C/c1ccc(Br)cc1	-2	3.1	-11	-3	-0.1	3	1.0	14	3	98
COc1ccccc1C(=O)NC(=S)Nc1cccc2cc(O)ccc12	10	-0.1	1	-11	-0.6	0	-0.1	8	1	100
CC(=O)Nc1ccc(Oc2cnccn2)cc1	0	2.6	7	4	0.0	0	-1.4	3	-5	93
CC(O)CNc1cnccn1 (stereo not drawn)	6	-1.1	2	6	-0.3	7	-0.2	5	2	100
Cc1ccccc1NC(=O)CSc1nc2ccccc2c(=O)n1C	2	-0.3	1	10	1.2	10	-0.8	-15	-4	98
CCc1ccccc1-n1ncc(C(=O)Nc2ccccc2OC)c1C	2	2.8	3	13	0.1	-1	-0.6	-5	-2	95
CN1C(=O)c2ccc(C(=O)Nc3ccccc3O)cc2C1=O	4	-1.7	-1	12	-0.1	-2	0.0	1	0	104
CC1CCc2sc(C(=O)Nc3ccc(C(N)=O)cc3)cc2C1 (stereo not drawn)	6	-0.3	-10	16	0.1	-6	-0.1	1	-3	97
O=C(c1ccc(NS(=O)(=O)c2ccc3[nH]c(=O)[nH]c3c2)cc1)N1CCN(c2ccccc2O)CC1	0	-2.1	5	2	-0.2	2	0.3	1	3	102
CCCCn1cc(S(=O)(=O)c2ccccc2)c(=O)c2cc(C)ccc21	-1	-1.8	1	-2	-0.1	-2	-0.5	9	0	95
O=C(NCCCc1ccccc1)Nc1cccc(Cl)c1	-2	3.8	-5	-4	0.4	-5	-3.3	-11	-2	96
C[C@H]1CN=C(N(C)C)N1CCc1ccc(F)cc1	-4	-1.5	-4	6	0.1	-3	-0.8	-2	1	102
CCCCCCN1CCN(C2CN(Cc3cn(Cc4ccc(Cl)cc4)nn3)S(=O)(=O)C2)CC1 (stereo not drawn)	-1	nt	2	nt	0.0	-6	-0.2	nt	nt	100
CCOc1ccc(Cl)cc1-c1cc(C(=O)Nc2cc(OC)c(OC)c(OC)c2)[nH]n1	7	0.9	-3	22	-0.4	-1	-0.4	42	4	93
Cc1ccc(C)c(NC(=O)CN(C)S(=O)(=O)c2cccc3cccnc23)c1	-4	0.2	-1	6	0.1	-3	-0.4	-3	-1	98
N#C/C(=C\c1ccc(O)c(O)c1)C(=O)NCCCc1ccccc1	22	-2.0	9	-4	-0.2	-4	-0.6	89*	-5	106
N#Cc1cccc(S(=O)(=O)NCC(=O)OCC(=O)NCc2ccccc2)c1	1	-0.6	5	2	3.2	5	-1.7	11	2	93
CC(C)N(Cc1ccccc1)C(=O)COC(=O)c1ccccc1SCC(=O)N1CCCC1	2	0.1	14	4	-0.5	14	0.0	46	0	91
CN(Cc1ccc(F)cc1)Cc1nc(-c2ccccc2)no1	3	0.1	6	5	0.0	2	-0.4	2	0	98
CC1(C)CC(=O)C=C(N=CC2=C(O)CC(C)(C)CC2=O)C1	-1	0.7	12	8	-0.2	-3	0.0	3	-1	95
CCN(CC)c1ccc(C(=O)O)cc1	-14	0.8	-3	13	-0.2	-2	-0.4	4	1	107
CCN(CC)c1ncnc2c1ncn2[C@H]1CN(C2CCCC2)C[C@@H](CO)O1	8	1.5	6	-5	0.6	9	2.4	4	2	98
O=C(COc1ccccc1)Nc1ccc(-c2nnc(-c3ccco3)o2)cc1	3	3.9	-8	12	-0.1	9	-1.4	11	2	96
CC(Sc1nnc(COc2ccc(Cl)cc2)n1-c1ccccc1)C(=O)O (stereo not drawn)	10	0.8	-5	-1	0.1	5	1.6	7	1	97
COc1ccc(S(=O)(=O)N2CCC(C(=O)NCc3cccnc3)CC2)cc1C	-2	-1.0	-7	4	0.1	-4	-0.6	-4	9	89
COc1cc(C=O)ccc1OC(=O)c1ccc(C(C)C)cc1	8	1.3	7	-1	0.1	0	0.2	-5	3	99
COc1ccc(Sc2cc(C(F)(F)F)nc(-c3ccccn3)n2)cc1	0	-2.0	-1	1	2.0	3	0.0	-2	-2	95
